Arrestin-AP2 inh: blocks beta-arrestin peptide binding to AP2 adaptin | FITC-arrestin peptide / GST-AP2 beads, flow cytometry; AP2 beta2 appendage carries R879A mutation | inhibition, % at 10 µM | hit rate 0.31% among 340,000;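 active = inhibition above a set limit, near 3 SD of compounds lacking own fluorescence, cut at about 54% in these data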;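 also: plate controls were DMSO wells for no effect and 5 µM unlabelled arrestin peptide for full effect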
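Measured by: flow cytometry, FL1 (488/535 nm); Material: AP2 appendage R879A on GSH beads; Evaluation: percent response; Timing: pre-incubation 12 min, peptide binding 1 h, room temperature; Also added: 50 nM FITC-arrestin peptide; Medium: PBS with 0.05% Tween 20 and 0.1% BSA.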
Keap1 Nrf2 FP: Keap1-Nrf2 (human) interaction inhibition; hit rate 0.15% among 340,000; Q14145; inhibition, % at 9.4 µM; Keap1 Kelch-Nrf2 peptide fluorescence polarization, 1536-well; in the data active = inhibition above about 12%;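 also: human Keap1 Kelch domain with fluorescein labeled Nrf2 9mer peptide probe; 0% = neutral control wells and 100% = peptide positive control; higher means more block of Keap1 binding to Nrf2 peptide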
Wnt bcat act: Wnt/beta-catenin pathway activation. Wnt/beta-catenin reporter cell assay, activator, plate reader. activation, % at 9.35 µM. hit rate 1.2% among 300,000; in the data active = activation above about 30%, passing the limit was not always enough;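 also: 0% = neutral control wells and 100% = positive control wells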
cardiac RTF act: cardiac RTF calcium sensitization | P19429+P45379 | IANBD-labeled TnC RTF fluorescence at EC20 calcium; 0% EC20 calcium, 100% full calcium | activation, % at 7.2 µM | hit rate 0.24% among 340,000 | AID 493008;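 active = activation above the mean over all tested compounds plus 3 SD, cut at about 30% in these data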;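 also: rise in fluorescence read as greater calcium sensitivity of cardiac thin filaments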
DSG3 Ab inh: inhibitors of pemphigus antibody binding to human desmoglein-3 | P32926 | DSG3-coupled beads, scFv-anti-DSG3-GFP binding, flow cytometry; hits give low values | hit rate 0.48% among 310,000 | binding (percent of control), % at 10 µM | AID 588358;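 active = binding more than 3 SD below its plate's average and above zero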;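 also: hits lower antibody fragment binding to DSG3; some compounds called inactive have numbers as strong as hits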
C-LANA FP: inhibitors of KSHV LANA C-terminal domain DNA binding; inhibition, % at 9 µM; AID 504423; MBP-C-LANA/FAM-LBS DNA binding, fluorescence polarization; hit rate 0.078% among 340,000;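 active = highest replicate inhibition at or above 60% at 9 µM, even if other replicates fall short; inactive = all replicates below 60% inhibition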;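 also: 0% = neutral control wells and 100% = 4 µM acridine orange control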
MOR-DOR inv ag: mu-delta opioid heterodimer inverse agonism | hit rate 0.21% among 340,000 | P35372+P41143 | inhibition, % at 9.3 µM | cell-based MOR-DOR heterodimer luminescence; in the data active = inhibition above about 22%, passing the limit was not always enough;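 also: 0% = cells with DMSO and 100% = wells without cells with DMSO; values of inactives mirror those of a sister screen read the other way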
Target sequence (P35372 whole entry, looked up): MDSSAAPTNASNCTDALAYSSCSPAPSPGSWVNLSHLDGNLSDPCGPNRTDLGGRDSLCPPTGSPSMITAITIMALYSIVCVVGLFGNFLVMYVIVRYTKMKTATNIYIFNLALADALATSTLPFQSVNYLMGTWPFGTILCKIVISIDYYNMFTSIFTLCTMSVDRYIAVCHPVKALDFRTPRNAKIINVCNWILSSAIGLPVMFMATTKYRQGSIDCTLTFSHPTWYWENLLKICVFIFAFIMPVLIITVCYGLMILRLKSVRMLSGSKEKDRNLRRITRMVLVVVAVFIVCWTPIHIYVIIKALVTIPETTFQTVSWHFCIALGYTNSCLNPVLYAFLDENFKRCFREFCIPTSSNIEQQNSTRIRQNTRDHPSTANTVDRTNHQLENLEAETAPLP
Target sequence (P41143 whole entry, looked up): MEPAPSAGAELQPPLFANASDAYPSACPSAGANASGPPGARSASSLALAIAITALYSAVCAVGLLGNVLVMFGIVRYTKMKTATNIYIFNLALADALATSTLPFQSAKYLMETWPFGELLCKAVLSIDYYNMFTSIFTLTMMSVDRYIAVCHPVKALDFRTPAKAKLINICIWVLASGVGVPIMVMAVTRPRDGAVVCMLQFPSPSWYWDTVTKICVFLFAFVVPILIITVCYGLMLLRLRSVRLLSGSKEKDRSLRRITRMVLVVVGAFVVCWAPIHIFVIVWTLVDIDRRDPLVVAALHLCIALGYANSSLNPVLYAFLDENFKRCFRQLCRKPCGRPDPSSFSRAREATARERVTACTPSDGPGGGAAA
Cardiac RTF inh: cardiac RTF calcium desensitization; P19429+P45379; IANBD-labeled cardiac RTF, Ca2+ fluorescence; inhibition, % at 7.15 µM; hit rate 0.12% among 340,000; AID 493244;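 active = inhibition above the mean inhibition of all tested compounds plus 3 SD, cut at about 17% in these data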;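 also: assay run at fixed EC70 calcium of 1.6 mM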
V-ATPase pHluor: alters yeast V-ATPase proton transport. S. cerevisiae, pHLuorin cytosolic pH fluorescence. response, % at 10 µM. hit rate 0.37% among 350,000. AID 504577; in the data active = response mostly above about 7.3%, no sharp cut-off; inactive = mostly below about 5.4%; also: actives read high; inactives centre near 0; some compounds called inactive have numbers as strong as hits; reference of the scale not given here
MOR-DOR ag: OPRM1-OPRD1 heterodimerization agonism. P35372+P41143. cells, luminescence. activation, % at 9.3 µM. hit rate 0.3% among 340,000; in the data active = activation above about 18%;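 also: 0% = vehicle-treated cells and 100% = reference agonist; values of inactives mirror those of a sister screen read the other way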
* = called active by the depositor; . = not tested or not shown.

SMILES | Arrestin-AP2 inh | Keap1 Nrf2 FP | Wnt bcat act | cardiac RTF act | DSG3 Ab inh | C-LANA FP | MOR-DOR inv ag | Cardiac RTF inh | V-ATPase pHluor | MOR-DOR ag
Brc1ccccc1-c1nnc(COc2ncnc3ccccc23)o1 | 33 | -1 | 3 | -1 | 101 | -0.9 | 9 | 2 | 4 | -1.8
Cc1cc(C(=O)N/N=C\c2cc(C(C)(C)C)c(O)c(C(C)(C)C)c2)n[nH]1 | 19 | 3 | 0 | -10 | 96 | -1.5 | -7 | -7 | -4 | 1.3
O=C(CN1CCCCCCC1)N/N=C/c1ccccc1F | -16 | 3 | 2 | 0 | 124 | 0.1 | 5 | -8 | -1 | -0.8
Cc1c(C#N)c2ncn(CC#N)c(=O)c2n1-c1ccccc1 | -11 | -5 | . | -2 | 94 | 1.0 | 19 | -2 | 2 | -3.8
CC1(C)Oc2ccc3ccc(=O)oc3c2C(N2CCCCC2)C1O (centres undefined) | 11 | -10 | 6 | 8 | . | -0.1 | -1 | -17 | -3 | 0.2
CCCCn1c(N)c(N(CCOC)C(=O)COC(=O)CNC(=O)c2ccc(Cl)c(Cl)c2)c(=O)[nH]c1=O | -10 | -1 | 3 | 5 | 120 | 1.2 | -8 | -7 | 0 | 2.0
COC(=O)/C(=C1/Oc2cc3c(cc2S1)OCO3)C(F)(F)F | 0 | 2 | 14 | 5 | 95 | -0.3 | -5 | -2 | -2 | 0.9
CC1(C)Cc2nc3oc4c(NCc5ccccc5)ncnc4c3cc2CO1 | 45 | -3 | -2 | -3 | . | 0.3 | -7 | 7 | -1 | 1.1
c1ccc2nc(-c3ccc(-n4ccnc4)cc3)ccc2c1 | 1 | -3 | 49* | -3 | 95 | -2.0 | 12 | 3 | -4 | -2.1
O=C(COC(=O)Cc1ccc(F)cc1)NCCc1ccccc1 | -4 | -5 | 0 | -1 | 106 | 1.4 | -27 | -4 | -2 | 4.1
O=C(NNC(=S)NCc1ccccc1)c1ccc2c(c1)OCO2 | 12 | -2 | 0 | 7 | 114 | -0.7 | 4 | 3 | -4 | -0.7
COc1cc2cc(CCCOC(=O)c3cc(OC)c(OC)c(OC)c3)oc(=O)c2cc1OC | -3 | -9 | -2 | 4 | 98 | -0.4 | 10 | 1 | 1 | -1.7
Cc1ccc(-c2ccc(CCC(=O)O)n2-c2ccc(O)cc2)cc1 | -4 | -4 | . | 4 | 108 | 1.8 | 2 | -4 | 3 | -0.3
CC(C)(Cc1ccc(O)cc1)NC(=O)CC(=O)N=Nc1c(O)[nH]c2cc(Br)ccc12 | -3 | -1 | -1 | -5 | 104 | -0.1 | 22 | -1 | -2 | -4.5
CO/N=C/c1c(-c2ccccc2)nn(C)c1Cl | 7 | -6 | -1 | 6 | 101 | -0.8 | -9 | -13 | 0 | 1.6
C=C(C)COc1ccc(-c2nc(N)ncc2-c2ccc(Cl)cc2)c(O)c1 | -6 | -3 | -20 | 2 | 103 | 0.1 | -37 | 1 | 4 | 8.1
Cn1c(N)c(C(=O)c2cc(-c3ccncc3)nc3ccccc23)c(=O)n(C)c1=O | -12 | -5 | 1 | 0 | 102 | -0.8 | 9 | -1 | 2 | -1.8
CCCCNC(=O)COc1ccccc1C(=O)c1cc(C#N)c(=O)n(CCOC)c1 | -6 | -6 | -2 | -1 | 124 | 1.5 | 13 | -30 | -1 | -2.4
CC1(C)CC(NC(=O)C2CCN(S(=O)(=O)c3cccc(C(F)(F)F)c3)CC2)CC(C)(C)N1 | -2 | -2 | -3 | -3 | . | -1.0 | 4 | -7 | -2 | -1.0
COc1ccc(CCNC(=O)Cn2nc(C(=O)O)c3ccccc3c2=O)cc1OC | -8 | -7 | . | 2 | 99 | -0.4 | 8 | -7 | 0 | -1.5
COc1ccc(C)c2sc(=NC(=O)c3ccc(C(C)=O)cc3)n(C)c12 | 6 | -2 | 22 | 4 | 97 | -0.9 | 13 | 1 | -5 | -2.6
CC(C)Cc1nnc(NC(=O)C2CC(=O)N(Cc3ccccc3)C2)s1 (centres undefined) | 5 | 0 | -1 | -7 | 94 | 1.1 | 12 | -12 | 0 | -2.4
O=C(c1ccc(Br)cc1)N1CCCC(c2nc(-c3cccs3)no2)C1 (centres undefined) | -2 | -3 | 0 | -1 | 135 | 0.6 | 4 | -5 | 0 | -0.7
N/C(=N\OC(=O)c1ccc2c(c1)OCO2)c1ccncc1 | 0 | -2 | 55* | 0 | 83 | 0.6 | -6 | -1 | 0 | 1.0
COc1ccc(CC(=O)N2CC3(C)CC2CC(C)(C)C3)cc1 (centres undefined) | 8 | -2 | -1 | 6 | 104 | 0.8 | 3 | -9 | 5 | -0.5

Some of these compounds in order of number of heavy atoms, highest first:
SMILES | Arrestin-AP2 inh | Keap1 Nrf2 FP | Wnt bcat act | cardiac RTF act | DSG3 Ab inh | C-LANA FP | MOR-DOR inv ag | Cardiac RTF inh | V-ATPase pHluor | MOR-DOR ag
CC(C)(Cc1ccc(O)cc1)NC(=O)CC(=O)N=Nc1c(O)[nH]c2cc(Br)ccc12 | -3 | -1 | -1 | -5 | 104 | -0.1 | 22 | -1 | -2 | -4.5
Cn1c(N)c(C(=O)c2cc(-c3ccncc3)nc3ccccc23)c(=O)n(C)c1=O | -12 | -5 | 1 | 0 | 102 | -0.8 | 9 | -1 | 2 | -1.8
CC1(C)Cc2nc3oc4c(NCc5ccccc5)ncnc4c3cc2CO1 | 45 | -3 | -2 | -3 | . | 0.3 | -7 | 7 | -1 | 1.1
CC(C)Cc1nnc(NC(=O)C2CC(=O)N(Cc3ccccc3)C2)s1 (centres undefined) | 5 | 0 | -1 | -7 | 94 | 1.1 | 12 | -12 | 0 | -2.4
Brc1ccccc1-c1nnc(COc2ncnc3ccccc23)o1 | 33 | -1 | 3 | -1 | 101 | -0.9 | 9 | 2 | 4 | -1.8
O=C(COC(=O)Cc1ccc(F)cc1)NCCc1ccccc1 | -4 | -5 | 0 | -1 | 106 | 1.4 | -27 | -4 | -2 | 4.1
O=C(CN1CCCCCCC1)N/N=C/c1ccccc1F | -16 | 3 | 2 | 0 | 124 | 0.1 | 5 | -8 | -1 | -0.8

Remaining list, next part.
SMILES | Arrestin-AP2 inh | Keap1 Nrf2 FP | Wnt bcat act | cardiac RTF act | DSG3 Ab inh | C-LANA FP | MOR-DOR inv ag | Cardiac RTF inh | V-ATPase pHluor | MOR-DOR ag
CCOc1ccc(CN(C(=O)c2cccs2)C2CCS(=O)(=O)C2)cc1 (centres undefined) | -3 | -1 | -2 | 4 | 109 | -0.2 | 19 | -3 | 4 | -5.7
COc1ccc(NC(=O)CSCC(=O)Nc2cc(Cl)ccc2N2CCOCC2)cc1 | 7 | -8 | -4 | -3 | 138 | 0.4 | 6 | 0 | -3 | -0.9
COC(=O)CSc1nnc(CNC(=O)c2ccco2)n1-c1ccc(F)cc1 | 5 | -1 | -1 | -10 | 102 | -1.0 | -4 | -5 | -2 | 0.7
Cc1ccc(NC(=O)C(CC(C)C)NC(N)=O)cc1Cl (centres undefined) | -11 | -1 | 0 | -1 | 84 | -0.9 | 15 | -14 | 1 | -2.4
O=C(NCCS(=O)(=O)c1ccc(Cl)cc1)c1ccc(F)cc1 | 5 | -3 | -1 | -2 | 100 | 1.8 | 18 | -3 | -2 | -3.5
O=C(CN(c1cccc(C(F)(F)F)c1)S(=O)(=O)c1ccc(Cl)c([N+](=O)[O-])c1)NCc1ccccc1 | 22 | 2 | 4 | -4 | 115 | -0.4 | 9 | 0 | 2 | -1.8
CC(C)(O)C(=O)NN(C(=O)c1ccccc1)c1cccc(Br)c1 | 11 | -1 | . | -5 | 105 | 0.4 | 7 | -5 | -2 | -1.6
Cc1nc2ccc(C(=O)N3CCN(Cc4ccccc4)CC3)cc2[nH]1 | -4 | -1 | -1 | 2 | 106 | 0.0 | 4 | -7 | -4 | -0.6
CCn1nnnc1SCC(=O)Nc1ccc(OC)cc1 | 18 | -2 | 5 | -7 | 103 | 1.9 | 14 | -6 | 6 | -2.8
CCc1c(C(=O)NNC(=S)Nc2ccc(S(=O)(=O)Nc3ncccn3)cc2)csc1C | 9 | -5 | 0 | -6 | 108 | 0.1 | 27 | -6 | -3 | -5.3
COCCNC(=S)N(CCc1c(C)[nH]c2ccc(F)cc12)Cc1ccco1 | 4 | -7 | 1 | 2 | 96 | 2.5 | 9 | -10 | 7 | -1.7
Cc1cccc(NC(=O)C(=O)NCCc2c[nH]c3ccccc23)c1C | -3 | 2 | -1 | 1 | 84 | -0.6 | 4 | -3 | -2 | -0.8
C/C(=N\NC(=O)c1ccc(-c2ccccc2)cc1)c1cccc(N)c1 | 41 | -6 | -1 | 5 | 102 | -1.6 | 0 | 1 | -1 | 0.0
O=C(NCCN1CCOCC1)c1cc(-c2ccccc2)on1 | -3 | 5 | 47* | -1 | 104 | -1.0 | 7 | -4 | -3 | -1.2
Cc1cc(C(=O)Nc2ccc(Cl)cc2)n(-c2ccccc2)n1 | -19 | 4 | 6 | -5 | 125 | -2.9 | 13 | -6 | -1 | -2.8
CCOC(=O)CC1COCCN1Cc1cn[nH]c1-c1cc(OC)c(OC)c(OC)c1 (centres undefined) | -6 | 4 | -2 | 6 | 97 | 0.2 | -2 | -11 | -3 | 0.3
CCCC(=O)Oc1ccccc1C1SCc2cc(C)c(C)cc2CS1 | -10 | -2 | . | -1 | 108 | -0.8 | -20 | -9 | -3 | 4.0
O=C(CC1C(=O)NCCN1Cc1ccccc1)NCCCOc1cccnc1 (centres undefined) | 27 | -3 | 2 | 1 | 100 | 1.0 | 13 | -5 | -3 | -1.9
COc1ccc(NC(=O)c2cccc(C#N)c2)cc1NS(=O)(=O)c1ccc(F)cc1 | -4 | -2 | 0 | -1 | 104 | -0.2 | 6 | 11 | 0 | -1.1
CC(C)C(=O)Nc1ccc(S(=O)(=O)Nc2ccccn2)cc1 | 3 | -5 | -2 | 1 | 100 | -0.8 | 17 | 1 | 1 | -3.4
CCCC(=O)c1c[nH]c(C(=O)N2CCOCC2)c1 | -6 | 5 | 1 | -1 | 98 | -0.9 | 13 | -8 | 2 | -2.9
C1=C(c2ccccc2)CCN(c2nc3ccccc3n3cnnc23)C1 | 26 | -7 | 1 | 1 | 101 | -1.0 | 9 | -7 | 0 | -1.7
O=c1ccc(-c2ccc(S(=O)(=O)Nc3ccccc3Cl)o2)n[nH]1 | -11 | -1 | 1 | -2 | 105 | 0.7 | 11 | -4 | -1 | -2.2
COC(=O)c1cc(-c2ccc(S(=O)(=O)N3CCCCC3)cc2)c(C(F)(F)F)s1 | 9 | 1 | 0 | 0 | . | 1.4 | -15 | 3 | -3 | 3.1

Grouped by structure: the entries above with a COOH group (2)
SMILES | Arrestin-AP2 inh | Keap1 Nrf2 FP | Wnt bcat act | cardiac RTF act | DSG3 Ab inh | C-LANA FP | MOR-DOR inv ag | Cardiac RTF inh | V-ATPase pHluor | MOR-DOR ag
Cc1ccc(-c2ccc(CCC(=O)O)n2-c2ccc(O)cc2)cc1 | -4 | -4 | . | 4 | 108 | 1.8 | 2 | -4 | 3 | -0.3
COc1ccc(CCNC(=O)Cn2nc(C(=O)O)c3ccccc3c2=O)cc1OC | -8 | -7 | . | 2 | 99 | -0.4 | 8 | -7 | 0 | -1.5
